Screening data (PubChem)
BioA inh: blocks M. tuberculosis BioA enzyme activity | purified M. tuberculosis BioA enzyme, plate reader | 0.096% of 360,000 active | inhibition, % at 9.99 µM | AID 602481; in the data active = inhibition above about 40%
BoNT A protease: BoNT A light chain protease inhibition; 0.17% of 360,000 active; inhibition, % at 10 µM; multiplex microsphere protease substrate cleavage, flow cytometry; in the data active = inhibition above about 30%; also: plate controls were buffer without enzyme for full effect and enzyme alone for no effect
PrPC surface inh: reduces human prion protein on the cell surface; 0.43% of 370,000 active; P04156; cell surface PrPC, TR-FRET read-out; inhibition, % at 13.8 µM; in the data active = inhibition above about 24%; also: 0% = median of the test wells and 100% = reference compound wells
BoNT F protease: BoNT F light chain protease inhibition | Multiplex microsphere protease cleavage assay, flow cytometry | inhibition, % at 10 µM | 0.22% of 360,000 active; in the data active = inhibition above about 35%, passing the limit was not always enough; also: plate controls were buffer without enzyme for full effect and enzyme alone for no effect
GDH-TPI inh: inhibits GDH-TPI coupling enzymes, artifact for Mtb FBA screen; GDH-TPI coupled enzyme counterscreen, NADH absorbance; inhibition, % at 4.8 µM; 1.2% of 360,000 active; AID 588335;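 also: 0% = DMSO wells and 100% = wells lacking the enzyme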
FadD28 binding: blocks FadD28 binding to the bisubstrate probe. fluorescence polarization. AID 588549. inhibition, % at 12.5 µM. 0.22% of 360,000 active; in the data active = inhibition above about 8.5%, passing the limit was not always enough
CCHF vOTU inh: CCHFV vOTU protease inhibition | Pep-AMC fluorescence | inhibition, % at 11.5 µM | 0.55% of 370,000 active | AID 651958; also: 0% = vehicle wells with enzyme and 100% = no enzyme wells
Mtb UGM inh: Mtb UDP-galactopyranose mutase inhibition; P9WIQ1; purified UGM, fluorescence polarization probe displacement; inhibition, % at 10 µM; 0.06% of 320,000 active; AID 504406; in the data active = inhibition above about 10%, passing the limit was not always enough
Target sequence (P9WIQ1 whole entry, looked up): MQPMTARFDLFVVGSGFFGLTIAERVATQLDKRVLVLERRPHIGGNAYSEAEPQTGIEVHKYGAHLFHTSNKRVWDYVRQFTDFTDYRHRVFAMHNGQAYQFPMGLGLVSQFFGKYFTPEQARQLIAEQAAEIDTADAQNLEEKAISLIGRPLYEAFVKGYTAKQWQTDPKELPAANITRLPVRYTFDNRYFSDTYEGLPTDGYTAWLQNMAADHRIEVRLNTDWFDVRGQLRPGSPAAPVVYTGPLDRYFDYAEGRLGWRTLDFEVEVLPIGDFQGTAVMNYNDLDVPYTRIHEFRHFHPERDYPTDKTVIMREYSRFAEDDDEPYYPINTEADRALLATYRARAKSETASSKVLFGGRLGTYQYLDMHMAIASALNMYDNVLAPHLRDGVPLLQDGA
Mtb FBA inh: inhibits M. tuberculosis FBA enzyme. purified M. tuberculosis FBA, fluorescence read-out. inhibition, % at 1 µM. 2.3% of 360,000 active; in the data active = inhibition above about 27%;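 also: 0% = vehicle and 100% = reference inhibitor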
Target sequence (P9WQA3 whole entry, looked up): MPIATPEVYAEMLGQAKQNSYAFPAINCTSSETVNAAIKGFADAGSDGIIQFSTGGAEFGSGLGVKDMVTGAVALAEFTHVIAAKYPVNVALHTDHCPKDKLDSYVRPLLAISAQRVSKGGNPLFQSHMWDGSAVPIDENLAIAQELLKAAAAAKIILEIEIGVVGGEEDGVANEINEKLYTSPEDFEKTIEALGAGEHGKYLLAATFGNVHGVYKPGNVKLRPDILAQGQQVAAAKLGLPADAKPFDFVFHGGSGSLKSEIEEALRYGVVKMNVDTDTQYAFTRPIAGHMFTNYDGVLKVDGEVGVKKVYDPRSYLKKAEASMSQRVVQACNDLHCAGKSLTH
The depositor's hits bear a star; . = no result given. Rule as the data show it, unless noted: active = inhibition above about 30%; inactive = the rest. No enrichment for hits; overall some 4.8% were active at least once.

Each structure is followed by: BioA inh	BoNT A protease	PrPC surface inh	BoNT F protease	GDH-TPI inh	FadD28 binding	CCHF vOTU inh	Mtb UGM inh	Mtb FBA inh
1. COc1cc(OC)cc(C(=O)NC(C(=O)OCn2nnc3ccccc3c2=O)C(C)C)c1 (stereo not drawn)
→ -0.3	-0.8	-9	3	0	-2.9	-1	.	-2
2. Cc1n[nH]c(=S)n1-c1cccc(Cl)c1
→ .	-0.1	-4	3	-3	-4.0	2	-1.4	0
3. CC(=O)Nc1ccc(NC(=O)CCn2c(=O)oc3ccccc32)cc1
→ -0.4	-1.2	.	9	1	-0.7	.	1.3	0
4. COCCn1c(C)cc(C(=O)CSc2cc(C)c3ccccc3n2)c1C
→ -0.6	0.3	7	4	19	-3.0	0	-1.3	-6
5. O=c1/c(=C/c2ccco2)sc2n1CN(c1cccc(Br)c1)CN=2
→ 1.4	-1.2	-11	-31	38*	-5.2	18	-3.7	-9
6. COc1ccc(-c2csc(NC(=O)C3CSC4(C)CCC(=O)N34)n2)cc1OC (stereo not drawn)
→ -0.8	2.0	5	9	1	-1.0	-3	-0.7	6
7. COc1ccc(S(=O)(=O)N(C)c2ccc(C(=O)NCC3CCCO3)cc2)cc1OC (stereo not drawn)
→ -1.6	-1.5	10	-5	6	-0.7	-9	-0.4	1
8. COc1ccc(OCCN2CCC(C(=O)NC(c3ccsc3)c3ccccc3C)CC2)cc1 (stereo not drawn)
→ -0.6	-0.3	-9	-6	1	-1.9	8	.	-3
9. Cc1ccc(-c2n[nH]c(=S)n2C)cc1Cl
→ 0.6	-0.5	-2	4	-8	-3.0	1	-1.2	-1
10. CC(=O)Cn1cnc2c(cnn2-c2ccc(F)cc2)c1=O
→ 0.0	-0.4	1	-9	3	0.1	2	.	0
11. CCCCCCn1cc(CN2CC(N3CCN(CCO)CC3)CS2(=O)=O)nn1 (stereo not drawn)
→ .	-0.1	-9	-2	.	.	6	.	.
12. O=C(NCc1ccc2c(c1)OCO2)c1ccc(Cl)nc1
→ .	-0.4	8	1	-10	-5.1	4	-0.2	-4
13. Cc1ccc(OCC(=O)O/N=C(\N)c2ccncc2)c(C)c1
→ -0.6	1.6	9	-1	-6	-3.5	19	-1.8	0
14. Nc1[nH]c(N=NC(=O)c2ccccc2O)c2ccccc12
→ 0.5	-0.3	-9	-5	27	-2.8	10	.	0
15. CS(=O)(=O)c1ccc(Cl)c(NC(=O)COC(=O)c2ccc(-n3cnnn3)cc2)c1
→ -0.9	-2.4	-1	-1	4	-1.3	-11	1.5	-1

Carrying on.
Each structure is followed by: BioA inh	BoNT A protease	PrPC surface inh	BoNT F protease	GDH-TPI inh	FadD28 binding	CCHF vOTU inh	Mtb UGM inh	Mtb FBA inh
16. Cn1c(-c2ccsc2)c(-c2cccs2)c2cc(-c3ccc4[nH]ccc4c3)ccc21
→ 0.1	-1.0	3	-4	29	-1.5	12	-0.8	6
17. COc1cccc(C2c3c(-c4ccccc4)n[nH]c3C(=O)N2c2ccc(C(=O)O)cc2)c1 (stereo not drawn)
→ 2.9	0.0	-7	4	12	-28	9	1.6	0
18. C=CCc1cccc2cc(C(=O)Nc3ccc(CC(=O)O)cc3)c(=O)oc12
→ 2.9	-1.3	-18	-3	14	-5.8	9	1.0	-1
19. Cc1onc(-c2c(Cl)cccc2Cl)c1C(=O)NNc1ccccc1
→ .	-0.1	18	-3	-3	-1.2	6	-1.2	-1
20. CC(=O)Nc1nc2ccc(Br)cc2s1
→ 0.4	0.6	3	-12	-7	-3.5	3	1.7	-9
21. CCC1(C)NC(=O)N(/N=C/c2cc(OC)c(O)c(OC)c2)C1=O (stereo not drawn)
→ .	-0.1	9	-4	11	0.0	-2	2.6	0
22. Cc1cccc(N(NC(=O)C(C)(C)O)C(=O)c2ccccc2)c1
→ .	-0.3	1	-2	7	-1.6	10	2.6	2
23. CCOc1cc(Br)c(/C=C2/C(=O)N(C)C(=S)N2CC(=O)OC)cc1OC
→ .	2.8	1	-6	20	0.2	1	0.8	-1
24. CC(OC(=O)C1=COCCO1)C(=O)c1ccc(C(C)(C)C)cc1 (stereo not drawn)
→ -1.3	-1.1	7	-4	3	-0.7	-7	.	5
25. CCN1CCCC1CN(Cc1cc2cc(OC)ccc2[nH]c1=O)C(=O)NCc1ccccc1 (stereo not drawn)
→ -0.7	1.6	-1	28	8	-2.9	5	-0.7	13
26. CN(CC(=O)Nc1ccc(Cl)cc1)C(=O)CCNC(=O)c1ccc(Cl)cc1
→ 0.3	-3.6	-1	-16	-3	-1.2	-3	1.6	2
27. Cc1ccccc1NC(=O)CSc1nc2ccccc2c(=O)n1C
→ -0.8	-4.2	12	12	7	0.6	-1	1.1	3
28. CCc1ccc(CN(C)C(=O)c2cc(COc3ccc(OC)cc3Cl)on2)nc1
→ 2.0	1.9	1	-2	-1	-3.5	3	-1.1	1
29. COc1ccc(-n2nnnc2SCC(=O)N2CCCC2)cc1OC
→ -0.4	-0.1	2	2	-1	-0.1	-12	-0.3	-2
30. O=C(O/N=C1\CCS(=O)(=O)c2sccc21)c1ccccc1
→ -3.4	-0.2	-1	-3	1	-1.5	-5	-0.3	-1

(next part)
Each structure is followed by: BioA inh	BoNT A protease	PrPC surface inh	BoNT F protease	GDH-TPI inh	FadD28 binding	CCHF vOTU inh	Mtb UGM inh	Mtb FBA inh
31. CCCCC(=O)Nc1nnc(C2=COCCO2)o1
→ -0.7	-0.4	4	-1	-1	0.6	12	-2.0	4
32. O=C(CN1CCCCCCC1)N/N=C/c1ccc([N+](=O)[O-])o1
→ 1.0	.	-9	.	21	-0.5	21	5.0	-3
33. CC(Sc1nc2ccc(Br)cc2[nH]1)C(=O)O (stereo not drawn)
→ -0.6	-1.6	2	-17	3	-3.7	-13	-1.3	1
34. CCN(CC)S(=O)(=O)c1ccc(N2CCOCC2)c(NC(=O)c2cc(-c3ccccn3)nc3ccccc23)c1
→ .	1.2	-3	-2	10	-0.4	8	.	-1
35. COc1ccc(C(=O)NNC(=O)c2cc(C)nc3ccccc23)cc1
→ -0.5	3.2	-7	0	7	-1.2	-7	-0.1	3
36. CCOC(=O)C1CCCN(C(=O)C2CCC(CNS(=O)(=O)c3ccc(NC(C)=O)cc3)CC2)C1 (stereo not drawn)
→ .	1.1	9	9	-4	-2.7	7	-0.6	1
37. O=C(O)c1ccccc1NCc1cccs1
→ 0.9	-1.6	-6	9	-7	-1.6	-8	2.2	13
38. O=C(NCc1ccco1)c1ccc2c(=O)n(CCC3=CCCCC3)c(=O)[nH]c2c1
→ .	-1.7	3	-2	10	1.9	-4	0.0	4
39. Cn1ccc2c(-c3ccc(C(C)(C)C)cc3)cc3c(c21)C1CCC3C1 (stereo not drawn)
→ -1.2	-0.6	-7	0	.	-3.3	8	.	3
40. CC1=CC(C)(C)n2c(O)c(N=N)c3c(C)c(C)cc1c32
→ .	1.1	-7	5	9	0.1	-1	-0.6	-1
41. CCOc1ccc(S(=O)(=O)N2CCN(CN3C(=O)CC4(CCCC4)C3=O)CC2)cc1
→ -0.4	-3.6	9	0	7	1.2	6	.	3
42. Cc1ccc(-n2c(N)c(C(N)=O)sc2=S)cc1
→ .	-0.9	-24	-8	20	-2.1	12	0.3	3
43. CCC(=O)Nc1ccc(C(=O)Nc2cccnc2)cc1
→ .	-0.5	8	-7	8	-4.4	-15	0.3	1
44. CSc1nnc2n(C)c3c(c(=O)n12)C1(CCCC1)Cc1ccccc1-3
→ -1.4	0.6	-2	-2	9	-0.8	-3	1.7	3
45. COC(=O)Cn1cnc2c(cnn2-c2ccc(C)cc2)c1=O
→ 0.4	1.5	.	12	0	-2.3	.	-1.4	1

Other records
Each structure is followed by: BioA inh	BoNT A protease	PrPC surface inh	BoNT F protease	GDH-TPI inh	FadD28 binding	CCHF vOTU inh	Mtb UGM inh	Mtb FBA inh
46. CC(C)Oc1ccc(S(=O)(=O)N2CCOCC2)cc1NC(=O)CC1CCCC1
→ .	2.9	7	6	6	-1.1	3	0.2	1
47. CN(Cc1ccccc1)C(=S)Nc1ccc(OC(F)F)cc1
→ .	-0.7	2	-6	12	4.7	6	-3.3	0
48. COc1ccc(OC)c(NC(=O)CCn2cccc2)c1
→ -0.2	0.2	-3	-8	11	-3.9	0	0.0	0
49. C=Cn1cc(CNC[C@H]2O[C@@H](n3ccc(N)nc3=O)[C@H](O)[C@@H]2O)c(C)n1
→ -3.0	-0.4	-2	-2	-3	-4.9	-7	.	-6
50. O=C(CN1CCCCC1)Nc1cc(Cl)ccc1Cl
→ 0.1	-0.5	-7	-16	6	-1.2	-10	0.8	3
51. CC1CN(C(=O)CCC(=O)NCCCc2ccccc2)c2ccccc2O1 (stereo not drawn)
→ 0.5	-0.5	-8	-6	0	-4.7	6	-2.6	-1
52. CC(C)(C)C(=O)c1cn(Cc2ccccc2)c2ccccc12
→ .	-0.2	-5	-3	-2	-5.4	6	1.4	-3
53. CCOc1ccccc1NC(=O)COn1nnc2ccccc21
→ 1.8	-0.3	17	-11	-5	-5.1	3	-2.6	2
54. CCOC(=O)C1=C(C)N[C@@]2(O)c3ccccc3C(=O)[C@@]12O
→ 0.7	0.1	6	17	-1	-2.7	22	-1.0	-2
55. Cc1cccn2c(=O)c(/C=N/O)c(N3CCCCC3)nc12
→ 0.5	0.2	.	4	9	-3.1	.	-0.9	-3
56. COc1ccc(OC(=O)CN2C(=O)C3C4CCC(C4)C3C2=O)cc1 (stereo not drawn)
→ .	0.6	1	-6	10	-2.3	8	0.7	1

In another format: results already given
No.	Molecule	BioA inh	BoNT A protease	PrPC surface inh	BoNT F protease	GDH-TPI inh	FadD28 binding	CCHF vOTU inh	Mtb UGM inh	Mtb FBA inh
46	CC(C)Oc1ccc(S(=O)(=O)N2CCOCC2)cc1NC(=O)CC1CCCC1	.	2.9	7	6	6	-1.1	3	0.2	1
47	CN(Cc1ccccc1)C(=S)Nc1ccc(OC(F)F)cc1	.	-0.7	2	-6	12	4.7	6	-3.3	0
48	COc1ccc(OC)c(NC(=O)CCn2cccc2)c1	-0.2	0.2	-3	-8	11	-3.9	0	0.0	0
49	C=Cn1cc(CNC[C@H]2O[C@@H](n3ccc(N)nc3=O)[C@H](O)[C@@H]2O)c(C)n1	-3.0	-0.4	-2	-2	-3	-4.9	-7	.	-6
50	O=C(CN1CCCCC1)Nc1cc(Cl)ccc1Cl	0.1	-0.5	-7	-16	6	-1.2	-10	0.8	3
51	CC1CN(C(=O)CCC(=O)NCCCc2ccccc2)c2ccccc2O1 (stereo not drawn)	0.5	-0.5	-8	-6	0	-4.7	6	-2.6	-1
52	CC(C)(C)C(=O)c1cn(Cc2ccccc2)c2ccccc12	.	-0.2	-5	-3	-2	-5.4	6	1.4	-3
53	CCOc1ccccc1NC(=O)COn1nnc2ccccc21	1.8	-0.3	17	-11	-5	-5.1	3	-2.6	2
54	CCOC(=O)C1=C(C)N[C@@]2(O)c3ccccc3C(=O)[C@@]12O	0.7	0.1	6	17	-1	-2.7	22	-1.0	-2
55	Cc1cccn2c(=O)c(/C=N/O)c(N3CCCCC3)nc12	0.5	0.2	.	4	9	-3.1	.	-0.9	-3
56	COc1ccc(OC(=O)CN2C(=O)C3C4CCC(C4)C3C2=O)cc1 (stereo not drawn)	.	0.6	1	-6	10	-2.3	8	0.7	1
